# TDP1 block: TDP1 (human) enzyme inhibition | recombinant TDP1, AlphaScreen DNA substrate cleavage | Potency, µM (titrated, usually from 130 µM), for inactives: top-dose activity change, negative = inhibition, hits mostly inhibitors | actives 0.28% (n = 350,000); also: nearly all actives have a fitted effect of over 40% in size
# Target sequence (Q9NUW8 whole entry, looked up): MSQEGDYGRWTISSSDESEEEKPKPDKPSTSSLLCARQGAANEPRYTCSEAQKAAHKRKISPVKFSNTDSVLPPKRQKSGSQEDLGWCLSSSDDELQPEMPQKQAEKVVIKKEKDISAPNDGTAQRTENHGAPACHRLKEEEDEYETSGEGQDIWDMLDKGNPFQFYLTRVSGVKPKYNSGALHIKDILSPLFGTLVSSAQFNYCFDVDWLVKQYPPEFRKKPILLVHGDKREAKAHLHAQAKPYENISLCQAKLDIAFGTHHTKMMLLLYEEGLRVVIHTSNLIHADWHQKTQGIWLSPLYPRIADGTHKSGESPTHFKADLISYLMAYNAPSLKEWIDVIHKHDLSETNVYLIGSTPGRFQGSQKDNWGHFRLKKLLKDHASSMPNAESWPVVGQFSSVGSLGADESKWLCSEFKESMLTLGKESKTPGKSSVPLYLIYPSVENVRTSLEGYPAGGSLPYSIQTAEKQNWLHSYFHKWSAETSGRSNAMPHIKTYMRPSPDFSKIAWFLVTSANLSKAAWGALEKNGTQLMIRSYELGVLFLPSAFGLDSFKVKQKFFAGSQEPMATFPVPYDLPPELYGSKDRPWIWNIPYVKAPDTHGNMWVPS
#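 AlphaScreen read-out: signal falls as enzyme removes the 3' tyrosine-FITC from a 5'-biotinylated DNA oligo (15 nM, 5 min, RT). Enzyme was E. coli-made recombinant Tdp1 at 1 nM, exposed to compound for 15 min beforehand; beads 10 ug/ml, 10 min.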
# TDP1 cell noCPT: qHTS for Inhibitors of human tyrosyl-DNA phosphodiesterase 1 (TDP1): qHTS in cells in absence of CPT; Potency, µM (titrated, usually from 46.2 µM), for the others: at the highest dose activity change, negative = growth inhibition, usual class: inhibitors; DT40 Tdp1-/- hTDP1 cells, no CPT, ATP luminescence, 48 h; actives 15% (n = 420,000); also: nearly all actives have a fitted effect of over 55% in size
#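 Readout: luminescence from CellTiter-Glo after 30 min in the dark at RT. Cells: DT40 Tdp1-/- with stable hTDP1, 400/well. Exposure: compounds alone, ≥48 hr, 37 °C.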
# TDP1 cell CPT: DT40-hTDP1 cell growth loss with CPT. chicken DT40 Tdp1-/-;hTDP1 cells + 20 nM CPT, ATP luminescence, 48 h. Potency, µM (doses to about 46.2 µM), for inactives: at the highest dose activity change, negative = growth inhibition, usual class: inhibitors. actives 12% (n = 420,000). AID 686979; also: nearly all actives have a fitted effect of over 55% in size
#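 Chicken DT40 Tdp1-/- cells stably complemented with human TDP1 were seeded at 400 cells/well in medium containing 20 nM camptothecin, exposed to pin-transferred compounds, and grown at 37 °C for at least 48 hr. Viability was read as ATP luminescence.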
# Active calls of the source: *; ? = inconclusive; / = no result given; & = joins results of further samples; [ ] = another dose, or the depositor's remark. Calls follow the shape of the dose curve; as a rule, active = well fitted curve in the direction sought with a large enough effect; inconclusive = small, poorly fitted or top-dose-only effect, or another doubt; inactive = no such curve, though single readings can be large; an effect the other way counts as inactive or inconclusive. % is scaled to controls: 0 for no effect and ±100 for the full control effect; potency is read from the fitted curve at half-maximal effect. Rows are unselected; about 18% have a hit in one of these screens.
SMILES,TDP1 block,TDP1 cell noCPT,TDP1 cell CPT
CCOc1cc(C(=O)N2CCC3(CC2)NCCc2[nH]cnc23)cc(OCC)c1OCC,2%,7%,-1%
COCCN(C(=O)c1csnn1)C(C(=O)NC1CCCC1)c1ccc(C)cc1 (stereo not drawn),4%[0.0935 µM],-10%,6%
O=C(Nc1sc2c(c1C(=O)O)CCCCC2)c1ccccc1,-3%,?,?
Cc1ccc(C(c2ccc(C)o2)c2cccc([N+](=O)[O-])c2O)o1,10%,-21%,-24%
CCSc1cc(N2CCCC2)nc(-c2ccccc2)n1,/,-18%,4%
CC(c1ccco1)N(C(=O)c1ccc(C(F)(F)F)cc1)c1ccccn1 (stereo not drawn),8%,?,-21%
O=C(Nc1ccc(Oc2cccnc2)cc1)C1CCN(Cc2cc(Cl)ccc2O)CC1,2%,13µM*,8.2µM*
O=C(Nc1ccnn1C1CCN(Cc2ccc(O)c(Cl)c2)CC1)C1CCCC1,3%,-15%,-17%
CC1CCN(S(=O)(=O)c2ccc3c(c2)CC(C)N3C(=O)C2CCC2)CC1 (stereo not drawn),6%,16µM*,21µM*
CCCC(=O)C1=C(c2ccc(C)cc2)N(C(=O)CCC)n2cnnc2S1,0%,16µM*,?
CC(C)(C)C(=O)/C(=C/c1ccc(Cl)cc1)n1cncn1,/,5.2µM*,5.8µM*
O=C(Nc1cccc(S(=O)(=O)N2CCOCC2)c1)C1=NN(c2ccccc2)C(=O)CC1,7%,14%,-5%

# Compound profiles, as listed above. Screens in order: TDP1 block	TDP1 cell noCPT	TDP1 cell CPT
# Results for `CCSc1cc(N2CCCC2)nc(-c2ccccc2)n1` : /	-18%	4%
# Results for `CCOc1cc(C(=O)N2CCC3(CC2)NCCc2[nH]cnc23)cc(OCC)c1OCC` : 2%	7%	-1%

# Laid out differently: results already given.
CC1CCN(S(=O)(=O)c2ccc3c(c2)CC(C)N3C(=O)C2CCC2)CC1 (stereo not drawn)
  TDP1 block = 6%	TDP1 cell noCPT = 16µM*	TDP1 cell CPT = 21µM*
CCSc1cc(N2CCCC2)nc(-c2ccccc2)n1
  TDP1 block = /	TDP1 cell noCPT = -18%	TDP1 cell CPT = 4%
CCCC(=O)C1=C(c2ccc(C)cc2)N(C(=O)CCC)n2cnnc2S1
  TDP1 block = 0%	TDP1 cell noCPT = 16µM*	TDP1 cell CPT = ?
O=C(Nc1cccc(S(=O)(=O)N2CCOCC2)c1)C1=NN(c2ccccc2)C(=O)CC1
  TDP1 block = 7%	TDP1 cell noCPT = 14%	TDP1 cell CPT = -5%

# Following part:
SMILES,TDP1 block,TDP1 cell noCPT,TDP1 cell CPT
O=C(COC(=O)c1cc[n+]([O-])cc1)Nc1cccc(Br)c1,7%,-6%,-11%
COc1ccccc1-c1nnc(Nc2nc3c(OC)cccc3s2)o1,12%[56.1 µM],0.73µM*,0.92µM*
O=C(Nc1ccc2c(c1)S(=O)(=O)N=C1CCCCCN12)c1ccccc1Cl,-3%,-27%,-5%
O=C(NCc1cccs1)c1ccccc1C(=O)NCc1cccs1,7%,-17%,-14%
O=C(Cn1cnc2c(nnn2Cc2ccc(Cl)cc2)c1=O)NC1CCCC1,3%,-17%,-15%
COCCCNC(=O)CSc1nc2cc(C(=O)NCCOC)ccc2c(=O)n1Cc1ccc2c(c1)OCO2,/,-17%,0%
Cc1ccc(NS(=O)(=O)c2ccc(OCC(N)=O)cc2)cc1,-8%,-6%,16%
O=C(CCN1CCOCC1)NC12CC3CC(CC(C3)C1)C2,/,-9%,-3%
CCN(C(=O)CCNC(=O)Cn1cnc2ccccc2c1=O)c1cc(OC)ccc1OC,-5%[12.3 µM],1%,-18%
O=C(NCc1cccs1)C1CCN(S(=O)(=O)c2cccc3cccnc23)CC1,4%,-17%,-8%
COc1ccccc1C(=O)CN1C(=O)NC2(CCCc3ccccc32)C1=O (stereo not drawn),1%,?,0%
O=C(NC(=S)Nc1ccccc1)C1CCCCC1,3%,9%,8%
CC(NC(=O)c1ccc(N2Cc3ccccc3Oc3ncccc32)s1)c1ccccc1 (stereo not drawn),-3%,?,-21%
O=C1C2CCCN2C(=S)N1c1ccccc1 (stereo not drawn),/,3%,1%
CCOC(=O)C1=C(C)N(CCCCCC(=O)O)C(=O)NC1c1ccccc1OC(=O)c1cccs1 (stereo not drawn),-3%,-20%,-12%
Cn1c(-c2ccc(Br)o2)nc2ccccc21,6%&2%,10µM*,11µM*
CCCC(=O)Nc1ccc2c(c1)c1ccccc1n2CC,-3%,?,?
COc1cccc(CNC(=O)Cn2nc(N3CCN(c4ccccc4OC)CC3)ccc2=O)c1,5%,21µM*,18µM*
COc1cccc(NC(=O)Nc2c(C)n(C)n(-c3ccccc3)c2=O)c1,2%,-6%,-1%
Cc1ccc(CC(=O)Nc2nnc(-c3ccc(F)cc3)o2)c(C)c1,-4%,16µM*,?
COc1ccc(NC(=O)C2CCN(c3ccc(Sc4ccc(C)cc4)nn3)CC2)cc1,0%,-20%,-26%
Cc1cccc(C)c1-n1nnnc1SCSc1nnnn1-c1c(C)cccc1C,-2%,?,?
COc1ccc(N2C(=O)c3ccccc3NC2c2ccc(OC)c(COc3ccccn3)c2)cc1 (stereo not drawn),3%&1%,?,?
Cc1csc(=NC(=O)c2ccccc2)n1Cc1ccco1,1%,0%,-10%
C=CCc1c(C)nc(-c2ccccc2)nc1N/N=C(\C)c1ccccc1,5%,-18%,?
CCOC(=O)CSC1=Nc2ccccc2C2=NC(CCC(=O)NCc3ccccc3)C(=O)N12 (stereo not drawn),-4%,?,?
FC(F)(F)c1ccncc1-c1nnc(C2CCCCC2)o1,0%,2%,8%
CCOC(=O)N1CCN(c2c(N3CCOCC3)c(=O)c2=O)CC1,-2%,-2%,4%
O=C(Nc1cccc(F)c1)C1C2C=CC3(CN(CCCN4CCOCC4)C(=O)C13)O2 (stereo not drawn),5%,0%,-3%
Cc1oc(-c2ccc(Cl)cc2)nc1CS(=O)CC(=O)NC1CCCCCC1 (stereo not drawn),2%,13%,-8%
CC[C@@]1(C(=O)OC)N[C@H](CN(C)C(=O)COc2ccccc2)[C@@H]2C(=O)N(C)C(=O)[C@@H]21,1%,5%,14%
Cc1nn(Cc2cccc(C(=O)N3N=C(C(F)F)CC3(O)C(F)F)c2)c(C)c1[N+](=O)[O-] (stereo not drawn),-1%,?,?
CCN(CC)CCNC(C(=O)Nc1cc(C(F)(F)F)ccc1Cl)c1ccccc1 (stereo not drawn),4%,?,?
COC(=O)c1sccc1NC(=O)c1cc2c(s1)CCCC2,-11%,10µM*,-19%
Cc1cc(C)c(NC(=O)COC(=O)Cc2cccs2)c(C)c1,-5%,26%,9%
O=C(C[n+]1cccc2ccccc21)c1ccccc1,4%,-17%,-2%

# Looked up by compound from the list above, 2 records:
SMILES,TDP1 block,TDP1 cell noCPT,TDP1 cell CPT
Cc1nn(Cc2cccc(C(=O)N3N=C(C(F)F)CC3(O)C(F)F)c2)c(C)c1[N+](=O)[O-] (stereo not drawn),-1%,?,?
O=C(Nc1cccc(F)c1)C1C2C=CC3(CN(CCCN4CCOCC4)C(=O)C13)O2 (stereo not drawn),5%,0%,-3%

# (list continues)
SMILES,TDP1 block,TDP1 cell noCPT,TDP1 cell CPT
C=CCNC(=S)N/N=C/c1cn(-c2ccccc2)nc1-c1ccc(OC)cc1,11%,9.2µM*,-27%
O=C(Cn1nnc(-c2ccc3c(c2)OCO3)n1)Nc1ccccc1C(=O)O,-17%,-4%,-9%
O=C(NOCc1ccccc1)c1ccc([N+](=O)[O-])cc1,2%,0%,-3%
Cc1ccc(S(=O)(=O)NC2=NCN(Cc3ccccc3)CN2)cc1,0%,?,2%
O=C(CN1CCN(c2ccccc2O)CC1)Nc1cccnc1Cl,3%,-13%,-22%
NCCC(O)(P(=O)(O)O)P(=O)(O)O,9%&6%,3%,-15%
O=C(O)CN(Cc1ccco1)S(=O)(=O)c1ccccc1,-6%,-2%,-4%
C=CC(COCc1ccccc1)N(CC(=O)OC)S(=O)(=O)c1cc(Br)ccc1OC (stereo not drawn),-2%,26µM*,?
O=C(Nc1ccc2nn(-c3ccc(F)cc3)nc2c1)c1cccnc1,1%,?,?
COc1ccc2cc(/C=C/C(=O)N3CCN(CC(=O)N4CCCCCC4)CC3)ccc2c1,-8%,?,?
O=C(Nc1ccccc1F)Nc1ccccc1N1CCCCC1,-3%,-19%,4%
Cc1cc(C)cc(N(C(=O)c2sc(C)nc2C)C(C(=O)NC(C)(C)C)c2ccncc2)c1 (stereo not drawn),6%,-14%,-17%
O=C(CCN1C(=O)C2C3CCC(C3)C2C1=O)Nc1ccccc1Cl (stereo not drawn),2%,-2%,-23%
COc1cccc(N=C2C(=O)N3CCCc4cccc2c43)c1,0%,?,?
COC(=O)c1ccc(OCC(=O)Nc2ccsc2C(=O)OC)cc1,0%,-2%,5%
CCOc1ccc(N(CC(=O)NCC2CCCO2)C(=O)CCC(=O)Nc2nccs2)cc1 (stereo not drawn),3%,-12%,-1%
O=C(NCCCN1CCCC1)[C@H](CSCc1ccccc1)N1Cc2ccccc2C1=O,/,29µM*,?
COc1ccc(NC(=O)c2cc([N+](=O)[O-])ccc2O)cc1,5%,5.8µM*,8.2µM*
CCN(CC)c1ccc(/C=N/NC(=S)NCc2ccc(OC)cc2)cc1,6%,?,-17%
Cc1ccc(S(=O)(=O)N2CCOCC2)cc1C(=O)Nc1nc2ccccc2[nH]1,6%,?,-15%
CC1(C)Cc2cccc(OCC(=O)OCC(=O)Nc3cccc(S(N)(=O)=O)c3)c2O1,5%,1%,5%
O=C(Nc1ccc2ccccc2c1)c1cn(-c2ccccc2)nc1-c1cccs1,1%,?,?
COc1cc(C=O)ccc1OC(=O)N1CCOCC1,/,15%,-1%
CSc1nc(-c2ccco2)nn1C(=O)c1ccccc1,-5%,-17%,?

# 7 neighbouring compounds already listed, quoted:
SMILES,TDP1 block,TDP1 cell noCPT,TDP1 cell CPT
CCOc1ccc(N(CC(=O)NCC2CCCO2)C(=O)CCC(=O)Nc2nccs2)cc1 (stereo not drawn),3%,-12%,-1%
O=C(NCCCN1CCCC1)[C@H](CSCc1ccccc1)N1Cc2ccccc2C1=O,/,29µM*,?
COc1ccc(NC(=O)c2cc([N+](=O)[O-])ccc2O)cc1,5%,5.8µM*,8.2µM*
CCN(CC)c1ccc(/C=N/NC(=S)NCc2ccc(OC)cc2)cc1,6%,?,-17%
Cc1ccc(S(=O)(=O)N2CCOCC2)cc1C(=O)Nc1nc2ccccc2[nH]1,6%,?,-15%
CC1(C)Cc2cccc(OCC(=O)OCC(=O)Nc3cccc(S(N)(=O)=O)c3)c2O1,5%,1%,5%
O=C(Nc1ccc2ccccc2c1)c1cn(-c2ccccc2)nc1-c1cccs1,1%,?,?

# Later entries
SMILES,TDP1 block,TDP1 cell noCPT,TDP1 cell CPT
COc1ccc(N2C(=O)CSC23C(=O)N(CC(N)=O)c2ccccc23)cc1 (stereo not drawn),4%,-6%,18%
Cc1cc(C)cc(-n2cnc3cc(C(=O)O)ccc32)c1,6%,1%,7%
Cc1cccc(-n2c(SCC(=O)c3c(N)n(C4CC4)c(=O)[nH]c3=O)nnc2N2CCOCC2)c1,0%,-20%,-6%
COc1ccc(C(C(=O)NCC2CCCO2)N(Cc2cccs2)C(=O)c2snc(C(N)=O)c2N)cc1 (stereo not drawn),/,10µM*,16µM*
COc1cc(OC)cc(-c2c(-c3cccs3)c3cc(-c4cnc(N)nc4)ccc3n2C)c1,2%,?,23µM*
Cc1[nH]c2ccccc2c1C(=O)CSc1nc2cc(S(=O)(=O)N3CCCCC3)ccc2o1,6%,21µM*,23µM*
O=c1c2cc(-c3ccccc3)sc2ncn1/N=C/c1ccco1,2%,-15%,-2%
CN(Cc1ccc(Cl)cc1Cl)C(=O)CCNC(=O)c1ccco1,2%,-22%,-10%
CCOc1ccc(N(CC(=O)NC2CCCCC2C)S(=O)(=O)c2c(C)noc2C)cc1 (stereo not drawn),2%,-2%,?
CCn1c(SCC(=O)Nc2cc(C)ccc2C)nnc1-c1cnccn1,1%,-12%,5%
O=C(NCc1cccc(Cl)c1)c1cc(=O)[nH]c2ccccc12,10%,-15%,0%
O=S(=O)(c1cccc2nsnc12)N1CCCCC1,3%,1%,-2%
CCN(CC)S(=O)(=O)c1cc(Br)c(C)cc1OC,9%,?,?
CCOC(=O)c1c2ccccc2[n+]([O-])n1[C@@H](C)C(N)=O,-4%,-7%,21µM*
CCOc1ccc2nc(SCc3ccc(C(=O)OC)o3)[nH]c2c1,5%,?,-5%
COc1ccc(C(=O)NNC(=O)C(NC(=O)c2cc(OC)cc(OC)c2)C(C)C)cc1 (stereo not drawn),0%[56.1 µM],20%,19%
CC(C)C1Nc2ccc(C(=O)NC3CCCCC3)cc2NC1=O (stereo not drawn),3%,?,-25%
Cc1ccc(S(=O)(=O)NCCC(=O)NCC(c2ccc(F)cc2)N2CCOCC2)cc1 (stereo not drawn),1%,-12%,-4%
